# UCHL1 inh: human UCHL1 deubiquitinase inhibition; P09936; 47,000 compounds, 0.2% hits; inhibition, % at 20 µM; purified UCHL1, Ub-rhodamine cleavage fluorescence
# Target sequence (P09936 whole entry, looked up): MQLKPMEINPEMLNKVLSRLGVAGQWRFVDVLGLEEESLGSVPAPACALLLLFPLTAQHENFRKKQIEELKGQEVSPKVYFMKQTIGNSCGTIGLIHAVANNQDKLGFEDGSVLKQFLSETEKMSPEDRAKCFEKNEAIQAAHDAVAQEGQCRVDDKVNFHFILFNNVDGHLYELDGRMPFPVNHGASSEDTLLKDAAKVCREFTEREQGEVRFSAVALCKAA
# USP10 block: blocks human USP10 ubiquitin-rhodamine cleavage; purified USP10, Ub-rhodamine fluorescence, 60 min; Q14694; AID 1645856; 47,000 compounds, 1.1% hits; inhibition, % at 20 µM
# OTUD3 block: human OTUD3 deubiquitinase inhibition. 47,000 compounds, 0.7% hits. inhibition, % at 25 µM. Q5T2D3. purified OTUD3, Ub-rhodamine fluorescence, 2 h
# USP7 block: blocks human USP7 ubiquitin-rhodamine cleavage; Q93009; purified USP7, Ub-rhodamine cleavage fluorescence; inhibition, % at 20 µM; 47,000 compounds, 0.3% hits; AID 1645854
# USP8 inh: human USP8 deubiquitinase inhibition; inhibition, % at 20 µM; purified USP8, Ub-rhodamine cleavage fluorescence, 30 min; 47,000 compounds, 4.2% hits; AID 1645853; P40818
# USP17 inh: human USP17-like deubiquitinase inhibition; inhibition, % at 50 µM; A8MUK1; purified USP17, Ub-rhodamine cleavage fluorescence, 3 h; 47,000 compounds, 6.5% hits
# USP30 block: inhibitors of human USP30 deubiquitinase; Q70CQ3; purified USP30, Ub-rhodamine cleavage fluorescence; inhibition, % at 25 µM; 47,000 compounds, 5.3% hits; AID 1645860
# Target sequence (Q70CQ3 whole entry, looked up): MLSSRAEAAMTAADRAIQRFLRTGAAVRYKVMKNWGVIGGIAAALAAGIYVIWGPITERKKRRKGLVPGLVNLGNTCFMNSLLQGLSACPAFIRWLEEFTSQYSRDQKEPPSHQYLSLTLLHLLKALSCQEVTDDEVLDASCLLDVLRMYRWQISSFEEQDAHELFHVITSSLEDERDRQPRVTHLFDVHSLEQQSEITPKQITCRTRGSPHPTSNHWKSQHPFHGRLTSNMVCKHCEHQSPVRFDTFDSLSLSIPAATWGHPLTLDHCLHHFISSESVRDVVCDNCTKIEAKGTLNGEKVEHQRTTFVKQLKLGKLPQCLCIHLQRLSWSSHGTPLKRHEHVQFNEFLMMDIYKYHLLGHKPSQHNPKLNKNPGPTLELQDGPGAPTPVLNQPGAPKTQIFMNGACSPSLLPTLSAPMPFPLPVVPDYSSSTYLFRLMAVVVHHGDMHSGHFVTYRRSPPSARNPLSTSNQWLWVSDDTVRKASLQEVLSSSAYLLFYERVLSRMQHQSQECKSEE
# USP28 block: inhibitors of human USP28 deubiquitinase; inhibition, % at 25 µM; 47,000 compounds, 3% hits; purified USP28, Ub-rhodamine cleavage fluorescence, 30 min
# The depositor's hits bear a star; i = inactive; . = no result given. Rule as the data show it: active = inhibition above about 30%; inactive = the rest.
SMILES,UCHL1 inh,USP10 block,OTUD3 block,USP7 block,USP8 inh,USP17 inh,USP30 block,USP28 block
CCc1cnc(N2CCC3(CC2)CC(Oc2cccnc2)C3)nc1,-4,0,-4,-11,-86,.,-15,1
N#Cc1c(-c2ccc(Cl)cc2)ccn2nc(-c3ccco3)nc12,2,-9,-136,-82,48*,-8,i,-191
CCN1C(=O)[C@H]2CN(CCOC)C[C@H]2C12CCN(C(=O)Nc1ccccc1)CC2,1,1,3,7,-40,-5,-7,0
c1cncc(-c2nc(Nc3ccc4c(c3)OCCO4)c3ccccc3n2)c1,5,-1,10,10,28,42*,53*,44*
COc1ccc(NC2c3ncccc3C(=O)N2Cc2ccco2)cc1 (stereo not drawn),-3,-5,-17,-4,-1,-25,-91,-18
COc1cccc(CNC(=O)c2nc(-c3cn(-c4ccccc4Cl)nc3C)no2)c1,4,8,1,3,8,3,15,5
O=C(c1ccnn1-c1ccc2ccc(-c3cccnc3)cn12)N1CCOCC1,-39,-12,-80,-38,-52,-119,-418,-108
COC(=O)c1ccc(N2CCN(C(=O)C3CC3)CC2)c([N+](=O)[O-])c1,5,-5,13,-19,-98,-3,13,7
Cc1nn2c(S(=O)(=O)Nc3ccc(F)c(F)c3)c(C)nc2s1,-2,-1,0,-2,-2,-3,-3,-10
O=C(c1cc(Cl)cc(Cl)c1)N1CCCN(c2nc3ccc(Cl)cc3s2)CC1,5,3,-2,-78,0,2,9,2
Cc1ccc(CNC(=O)CCc2csc(NC(=O)c3ccc(=O)[nH]c3)n2)cc1,-2,-3,22,0,-43,-11,33*,23
O=C(c1cnc(N2CCN(c3ncccn3)CC2)c2ccccc12)N1CCN(Cc2ccc3c(c2)OCO3)CC1,-29,-14,-9,-26,-1,-5,-13,-9
NS(=O)(=O)c1ccc(NC(=O)c2sccc2Oc2ccc(F)cc2[N+](=O)[O-])cc1,5,5,-4,5,-4,55*,61*,32*
O=C(Nc1ccc2c(c1)CCC2)C1Cc2ccccc2CN1C(=O)c1ccccc1 (stereo not drawn),12,9,5,1,15,1,-27,24
CCOc1ccc(-c2cnc(NCc3cccc(C)c3)n2C)cc1,-5,-4,-28,-10,53*,-4,-59,-3
CCOC(=O)Nc1cccc(C(=O)Nc2ccc(N3CCCC3=O)cc2)c1,1,-2,16,4,11,18,0,5
Cc1ccc(C)c(Cn2cnc3c(nnn3-c3cccc(F)c3)c2=O)c1,3,16,-13,25,54*,.,-41,-16
COc1ccc(OC)c(S(=O)(=O)N2CCOC(c3ccccc3)C2)c1 (stereo not drawn),0,-1,-13,0,3,-2,-12,-16
Cc1[nH]c(C)c(S(=O)(=O)N2CCCC2)c1-c1nnc(C2CC2)o1,-1,-1,-4,-8,-1,0,-13,-1
CN(C)CCCNc1ncc(-c2cccs2)c(-c2cccnc2)n1,-3,1,-9,-4,-38,-18,-7,-13
CCn1cc(C(=O)Nc2ccccc2)c(S(=O)(=O)N2CCC(C)CC2)n1,-1,3,1,-11,-163,-26,-1,-4
Cc1ccccc1-n1c(=O)n(Cc2ccco2)c(=O)c2[nH]cnc21,-2,-4,0,0,-1,-1,-17,-3
O=C(CNC(=O)c1ccc2nc(-n3cccc3)sc2c1)NCc1ccco1,2,-5,-15,7,76*,-11,-142,-27
Cc1[nH]c(C(=O)N2CCCC(C(=O)NCc3cccnc3)C2)c(C)c1C (stereo not drawn),1,-2,-6,1,-2,-2,-3,-7
O=C(Nc1cnn(Cc2c(Cl)cccc2Cl)c1)C(c1ccccc1)c1ccccc1,7,4,7,6,-89,-2,4,13
O=C(NCc1ccc(N2CCOCC2)nc1)c1cccc(Cl)c1,-1,-1,2,0,9,-2,-15,0
COC(=O)c1ccc(O)c2c1CC(C)OC2=O (stereo not drawn),4,2,6,9,3,23,25,14
Cc1nccn1-c1cc(N2CCN(CC(C)C)CC2)nc2ccnn12,-1,-3,-5,-1,7,-16,-44,-8
O=C1CC(c2noc(-c3cccc(F)c3)n2)CN1Cc1ccccc1 (stereo not drawn),0,-1,0,-19,-9,.,-1,-4
Cc1ccc(CC(=O)N2CCC([C@@H]3C[C@H](C(F)F)n4ncnc4N3)CC2)cc1,-1,-2,0,0,-7,3,0,-4
O=C1CCCc2cc(S(=O)(=O)N3CCC(c4ccccc4)C3)ccc2N1 (stereo not drawn),0,-5,5,-11,-7,2,-14,5
CCc1cccc(NC(=O)CSc2ncc3c(n2)-c2cc(C)ccc2N(C)S3(=O)=O)c1,-11,-4,-26,5,15,-23,-134,-35
NC(=O)c1ccsc1NC(=O)C1CC1,-6,-10,-12,-5,-1,-4,-29,-6
CCC1c2ccsc2CCN1S(=O)(=O)c1ccc(S(=O)(=O)N2CCCC2)cc1 (stereo not drawn),0,3,-9,6,-66,-16,-13,-16
O=S(=O)(c1ccc(F)c(Cl)c1)N1CCCN(CCn2cccn2)CC1,-5,-3,-7,-6,-64,-21,-18,-16
CC(=O)C(C)Sc1nc2ccccc2c(=O)n1-c1ccc(C)cn1 (stereo not drawn),-2,-1,0,0,0,-8,-3,0

# An excerpt of these results, with tabs.
SMILES	UCHL1 inh	USP10 block	OTUD3 block	USP7 block	USP8 inh	USP17 inh	USP30 block	USP28 block
CCn1cc(C(=O)Nc2ccccc2)c(S(=O)(=O)N2CCC(C)CC2)n1	-1	3	1	-11	-163	-26	-1	-4
Cc1ccccc1-n1c(=O)n(Cc2ccco2)c(=O)c2[nH]cnc21	-2	-4	0	0	-1	-1	-17	-3
O=C(CNC(=O)c1ccc2nc(-n3cccc3)sc2c1)NCc1ccco1	2	-5	-15	7	76*	-11	-142	-27
Cc1[nH]c(C(=O)N2CCCC(C(=O)NCc3cccnc3)C2)c(C)c1C (stereo not drawn)	1	-2	-6	1	-2	-2	-3	-7
O=C(Nc1cnn(Cc2c(Cl)cccc2Cl)c1)C(c1ccccc1)c1ccccc1	7	4	7	6	-89	-2	4	13
O=C(NCc1ccc(N2CCOCC2)nc1)c1cccc(Cl)c1	-1	-1	2	0	9	-2	-15	0
COC(=O)c1ccc(O)c2c1CC(C)OC2=O (stereo not drawn)	4	2	6	9	3	23	25	14
Cc1nccn1-c1cc(N2CCN(CC(C)C)CC2)nc2ccnn12	-1	-3	-5	-1	7	-16	-44	-8
O=C1CC(c2noc(-c3cccc(F)c3)n2)CN1Cc1ccccc1 (stereo not drawn)	0	-1	0	-19	-9	.	-1	-4
Cc1ccc(CC(=O)N2CCC([C@@H]3C[C@H](C(F)F)n4ncnc4N3)CC2)cc1	-1	-2	0	0	-7	3	0	-4
O=C1CCCc2cc(S(=O)(=O)N3CCC(c4ccccc4)C3)ccc2N1 (stereo not drawn)	0	-5	5	-11	-7	2	-14	5
CCc1cccc(NC(=O)CSc2ncc3c(n2)-c2cc(C)ccc2N(C)S3(=O)=O)c1	-11	-4	-26	5	15	-23	-134	-35
NC(=O)c1ccsc1NC(=O)C1CC1	-6	-10	-12	-5	-1	-4	-29	-6

# Next section.
SMILES,UCHL1 inh,USP10 block,OTUD3 block,USP7 block,USP8 inh,USP17 inh,USP30 block,USP28 block
CC(C)CCNC(=O)c1ccc(C(C)(C)C)cc1,0,0,-4,1,-18,1,-3,-12
O=C(NCC1CC1)[C@H]1CO[C@H]2CCN(Cc3nccs3)C[C@H]2C1,1,0,9,3,-104,.,27,10
Cc1cc(C)n(-c2ccnc(N3CCC(C(=O)N4CCC(C)CC4)CC3)n2)n1,6,0,-1,-13,12,1,9,13
COCCn1c(SCc2nc(N)nc(Nc3ccccc3)n2)nnc1-c1cccc(C)c1,-4,1,-5,-7,-6,-13,-8,-4
CCc1ccc(NC(=O)N2CCC3(CC2)OC(C(=O)N(CC)CC)Cn2ccnc23)cc1 (stereo not drawn),1,-1,8,4,-9,1,6,1
O=C(C1CCOCC1)N1CCCCCC1C1CCN(Cc2nnnn2C2CC2)CC1 (stereo not drawn),-2,-2,-8,0,-6,-4,-25,-4
O=C(CNS(=O)(=O)c1cccs1)N1CCN(Cc2ccc3c(c2)OCO3)CC1,-9,-8,-10,-5,-8,-9,-21,-7
CCOc1ccc(Oc2ncnc3oc(C)c(C)c23)cc1,1,0,4,2,0,8,23,9
Cc1ccc(-c2nc(-c3cccc(-c4ccnn4C)c3)no2)cc1,0,2,4,1,-1,5,5,-3
C[C@@H]1CCC2[C@]3(C)COC(C)(C)O[C@H]3CC[C@]2(C)[C@]12CCC(CO)(CCO)O2 (stereo partly drawn),1,0,9,7,10,3,1,4
O=C(Cc1nnc(-c2cnccn2)o1)NCc1ccccc1,0,-1,0,1,5,0,0,-2
CCC1(c2ccccc2)NC(=O)N(CC(=O)NCc2ccc(C)cc2)C1=O (stereo not drawn),-1,0,2,1,12,0,-24,-8
CCN1C(=O)C(C)(C(=O)Nc2ccccc2OC)Oc2cccnc21 (stereo not drawn),4,2,9,4,-1,-28,23,4
Cc1cc(F)ccc1NC(=O)CCn1cnc2ccccc2c1=O,1,2,-12,-17,-4,-40,-21,-11
CCc1cccc(C)c1NC(=O)c1ccc(N(Cc2ccc(Cl)cc2)S(C)(=O)=O)cc1,2,0,3,6,20,19,23,3
COc1cccc(CNC(=O)c2cc3n(n2)CCCN(Cc2ccc(C)cc2)C3=O)c1,2,3,-6,0,-8,.,-4,3
CC(C)(C)CC(=O)N1CCc2cc(-c3csc(NC(=O)CN4CCc5ccccc5C4)n3)ccc21,-3,-3,-6,-4,9,-8,-68,-14
Cc1cc(C2CN(C(=O)c3cc(-c4cccnc4)n[nH]3)CCO2)ccn1 (stereo not drawn),1,5,0,2,0,-2,3,-4
Cc1ccccc1CNC(=O)C1CCCN(S(=O)(=O)Cc2ccc(Cl)cc2)C1 (stereo not drawn),-2,8,-2,1,0,13,6,-2
Cc1cccn2c(=O)c3cc(C#N)c(=O)n(-c4ccccc4[N+](=O)[O-])c3nc12,-5,-9,-19,0,12,39*,-71,-22
Cc1ccc(Nc2nc(C(=O)NCc3ccccc3)cc3occc23)cc1,-3,5,-7,-26,17,32*,-64,0
COc1ccc(N2CCN(c3ccc(C(C)=O)s3)CC2)cc1,-3,0,-6,4,7,-11,-20,-11
Cc1cccc(COc2ccc(C3CC(=O)Nc4nc(C)[nH]c(=O)c43)cc2)c1 (stereo not drawn),3,0,26,5,19,29,25,15
Cc1ccc(CNC(=O)[C@H](C)NC(=O)[C@@H]2Cc3c([nH]c4ccccc34)C3c4ccccc4C(=O)N32)cc1 (stereo partly drawn),1,-12,-11,2,-2,-28,-89,1
COc1cccc(C(CNC(=O)CCc2ccccc2)N2CCOCC2)c1 (stereo not drawn),-1,1,-1,3,-1,-5,0,-3
O=[N+]([O-])c1cccc(C2=NS(=O)(=O)c3ccccc3N2)c1,2,3,7,1,-1,-13,7,2
Cn1nc(-c2nc(C3CC3)no2)c2c1CCN(C(=O)c1ccccc1F)C2,1,-1,11,-4,17,8,17,10
Cc1cccc(NS(=O)(=O)c2ccc(N3CCCCS3(=O)=O)cc2)c1,0,-3,9,3,2,7,20,3

# Screening data as filed in PubChem BioAssay.
